Compound activity from PubChem BioAssay.
aSyn yeast inh = rescues yeast growth from alpha-synuclein toxicity; Yeast expressing alpha-synuclein, growth rescue, BacTiter-Glo, 24 h; Potency, µM (series often up to 46.1 µM), without a hit: top-dose growth rescue (activation), usual class: activators; hit rate 0.14% among 370,000; AID 652106; note: potency is the fitted concentration of half-maximal effect; % of control where 0% means no effect; nearly all actives have a fitted effect of over 65% in size
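Galactose-induced alpha-syn yeast (OD600=0.02, raffinose-pregrown) + pinned cpd, 24 hr, 30 deg C; growth by BacTiter-Glo luminescence. Growth restoration scores as activation.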
pAkt inh = Akt phosphorylation inhibition. activity change, % for hits at 50 µM. Neuro2A IGF-stimulated pAkt S473 HTRF, 20 min; stronger effect = lower value. hit rate 0.32% among 360,000. AID 651550; in the data active = activity change below about -80%; inconclusive = mostly about -51% to -80%; note: % is set by controls: 0 for no effect and ±100 for the full control effect
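Neuro2A cells (4,500/well, DMEM with 0.5% FBS) were treated with compound at a single 50 µM final concentration, stimulated with 6 nM IGF for 20 min at 37 °C, and lysed. Phospho-Akt Ser473 was read by HTRF as 665/615 ratio ×10^4.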
TDP-43 yeast inh = inhibitors of TDP-43 toxicity in yeast; TDP-43 expressing yeast growth rescue, BacTiter-Glo, 24 h; Potency, µM (titrated, usually from 46.1 µM), for inactives: top-dose growth rescue (activation), usual class: activators; hit rate 1.8% among 410,000; note: potency is the fitted concentration of half-maximal effect; % of control where 0% means no effect; nearly all actives have a fitted effect of over 50% in size
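Yeast expressing TDP-43 (pregrown in raffinose, seeded at OD600=0.02 in galactose medium) exposed to compounds 24 hr at 30 deg C. Growth read by BacTiter-Glo luminescence; rescue of toxicity appears as increased signal.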
PTHR1 ag = agonists of human PTHR1 parathyroid hormone receptor; Q03431; HEK293 GP2 PTHR1 cells, GloSensor cAMP luminescence, 1 h; Potency, µM (doses to about 115 µM), inactives show at the highest dose activation, hits mostly activators; hit rate 0.075% among 410,000; AID 743266; note: potency is the fitted concentration of half-maximal effect; nearly all actives have a fitted effect of over 55% in size; some results filed as inactive show a strong effect at the top dose; inactives centre near -15; many of its hits are not listed in these tables
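HEK-293-derived GP2 cells expressing PTHR1 and a GloSensor cAMP reporter, 3,000/well, plated overnight, given luciferin plus IBMX (each 0.5 mM as added) for 1 h at 37 °C, then compound for 1 h at 37 °C. Luminescence was read after 15 min at room temperature.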
DRD3 antagonist = antagonists of human D3 dopamine receptor; P35462; D3R cells, DiscoveRx beta-arrestin luminescence, antagonist mode; stronger effect = lower value; max response, negative = inhibition, %; hit rate 2.5% among 360,000; AID 652054; in the data active = max response below about -50%; inconclusive = no clear call, values can overlap the other calls; note: % is set by controls: 0 for no effect and ±100 for the full control effect; mostly tested at two doses, the higher about 12 µM
Target sequence (P35462 whole entry, looked up): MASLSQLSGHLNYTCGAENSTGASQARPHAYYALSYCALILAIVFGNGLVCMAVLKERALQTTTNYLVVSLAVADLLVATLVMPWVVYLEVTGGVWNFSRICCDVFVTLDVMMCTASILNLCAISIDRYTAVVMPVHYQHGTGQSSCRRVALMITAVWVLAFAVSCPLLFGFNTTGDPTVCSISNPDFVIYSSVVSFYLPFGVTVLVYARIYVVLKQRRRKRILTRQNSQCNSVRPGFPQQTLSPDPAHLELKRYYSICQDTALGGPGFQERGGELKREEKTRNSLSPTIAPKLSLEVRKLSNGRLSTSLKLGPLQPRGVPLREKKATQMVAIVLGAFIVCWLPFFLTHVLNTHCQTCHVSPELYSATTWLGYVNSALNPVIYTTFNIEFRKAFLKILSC
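Cells plated overnight at 1500 cells/well, then exposed to library compounds with dopamine controls for 90 minutes at 37 degrees C. DiscoveRx reagent added for 30–60 minutes at room temperature; luminescence read, quantitative HTS format.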
GLP1R ag = agonists of human GLP-1 receptor. Potency, µM (doses to about 45.6 µM), without a hit: at the top dose activation, actives largely listed as activators. hit rate 0.007% among 380,000. P43220. HEK293 GLP-1R CRE-luciferase, luminescence, 4-6 h; cells express a hypersensitive GLP-1R form. AID 624172; note: potency is the fitted concentration of half-maximal effect; % of control where 0% means no effect
Target sequence (P43220 whole entry, looked up): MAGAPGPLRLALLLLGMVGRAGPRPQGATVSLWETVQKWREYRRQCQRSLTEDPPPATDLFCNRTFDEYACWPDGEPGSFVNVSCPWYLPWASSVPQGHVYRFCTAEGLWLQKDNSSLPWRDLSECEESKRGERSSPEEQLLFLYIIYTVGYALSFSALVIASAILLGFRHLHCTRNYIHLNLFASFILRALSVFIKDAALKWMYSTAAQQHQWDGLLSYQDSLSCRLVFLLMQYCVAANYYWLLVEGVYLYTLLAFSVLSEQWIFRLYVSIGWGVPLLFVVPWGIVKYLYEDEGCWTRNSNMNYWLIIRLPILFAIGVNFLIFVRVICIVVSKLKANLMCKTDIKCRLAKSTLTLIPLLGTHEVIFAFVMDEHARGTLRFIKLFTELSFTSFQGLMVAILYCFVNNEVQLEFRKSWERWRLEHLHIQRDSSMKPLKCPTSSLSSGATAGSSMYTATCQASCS
FUS yeast rescue = suppressors of FUS proteinopathy in yeast. hit rate 0.24% among 390,000. Potency, µM (series often up to 76.6 µM), inactives show top-dose growth rescue (activation), usual class: activators. S. cerevisiae FUS-expressing, growth rescue, OD600, 24 h. AID 1347120;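 note: potency is the fitted concentration of half-maximal effect; plate controls were DMSO vehicle for no effect and reference control for full effect; nearly all actives have a fitted effect of over 55% in size; some results filed as inactive show a strong effect at the top dose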
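Read-out: OD at 600 nm after 24hr at 30C, reporting rescue of FUS-induced yeast toxicity. Cells at OD 0.005 in galactose (2%) minimal medium; compounds tested in a dilution series; CP55940 titration from 92uM final as control.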
GLP-1R inv ag = GLP-1 receptor (human) inverse agonism; P43220; HEK293 GLP-1R CRE-luciferase, luminescence, 24 h; GLP-1R form is constitutively active; Potency, µM (top dose mostly 38.3 µM), without a hit: at the top dose activity change, negative = inhibition, usual class: inhibitors; hit rate 1.6% among 410,000; AID 624417; note: potency is the fitted concentration of half-maximal effect; % is set by controls: 0 for no effect and ±100 for the full control effect; nearly all actives have a fitted effect of over 55% in size
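Inverse agonism was detected as reduced cAMP-driven luciferase luminescence after 24 h compound treatment. The cells were HEK293 clones expressing constitutively active human GLP-1R with the reporter. Reporter-only and GPR119 cell lines served as counterscreen controls.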
Abeta rescue = compounds reversing amyloid beta toxicity in yeast | yeast expressing A-beta42, growth rescue, OD600, 48 h; response scale: 0% DMSO, 100% iron-clioquinol control | Potency, µM (top dose mostly 46.1 µM), inactives show top-dose growth rescue, actives largely listed as activators | hit rate 0.063% among 410,000 | AID 1347071; note: potency is the fitted concentration of half-maximal effect; nearly all actives have a fitted effect of over 55% in size
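Yeast growth medium received pinned compounds, then yeast cells expressing toxic A-beta were added; plates incubated at 30 C for 48 hr. Growth read as absorbance at 600 nm, normalized to DMSO and equimolar FeCl3 plus clioquinol controls.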
The depositor's hits bear a star; i = inactive; ? = inconclusive; . = no result given; & = joins results of further samples; [ ] = dose if it differs, or a comment. Unless noted, calls come from the whole dose curve; as a rule, active = well fitted curve in the direction sought with a large enough effect; inconclusive = small, poorly fitted or top-dose-only effect, or another doubt; inactive = no such curve, though single readings can be large; an effect the other way counts as inactive or inconclusive. This is a subset, so the mix of outcomes need not match the whole.

| compound | GLP-1R inv ag | FUS yeast rescue | Abeta rescue | GLP1R ag | TDP-43 yeast inh | pAkt inh | aSyn yeast inh | PTHR1 ag | DRD3 antagonist |
| --- | --- | --- | --- | --- | --- | --- | --- | --- | --- |
| O=C1NCN(c2ccccc2)C12CCN(C(c1ccccc1)c1nnnn1-c1ccc3c(c1)OCCO3)CC2 (centres undefined) | -27% | ? | -4% | 1% | 9% | i | 3% | i | 21 |
| Cc1cc(OC(=O)N(C)C)n(-c2ccccc2)n1 | 9% | -10% | -4% | 16% | -1% | i | 0% | i | 9 |
| CN1CCC(O)(c2ccccc2)C2CCCC21 (centres undefined) | 3% | 23% | 5% | -14% | -16% | i | 4% | -31%[inhibitor][57.5 µM] | 16 |
| Cn1cc(C(=O)NC2CC2)c2ccccc21 | 15% | -5% | -19% | 8% | -23% | i | -8% | -12% | -11 |
| CC(C(N)=O)N1CC(c2ccccc2)CC1=O (centres undefined) | 1% | 3% | 2% | -1% | -10% | i | -7% | i | -11 |
| CC1CN=C(Nc2ccc(N(C)C)cc2)S1 (centres undefined) | 13% | -2% | -11% | -1% | -18% | i | -8% | -7%[57.5 µM] | 6 |
| COCC(C)OC(=O)c1c(N)n(Cc2ccco2)c2nc3ccccc3nc12 (centres undefined) | 62%[activator] | -10% | 8%[9.22 µM] | 19% | 1% | i | -4% | i | 13 |
| CC(CN(C)C1CCN(C)CC1)c1ccccc1 (centres undefined) | -17% | -32% | -9% | -3% | -7% | i | 1% | -25% | -2 |
| COc1ccc(CNC(=O)Cn2c(SCC(=O)Nc3ccc(C)c(C)c3)nc3ccccc32)cc1 | ? | ? | -15% | . | -7% | . | . | ? | . |
| COc1ccc(OC)c(-n2c(O)c(C=NCCN3CCNCC3)c(=O)[nH]c2=S)c1 | 7% | 21% | 2% | 4% | 11% | i | 2% | ? | 1 |
| COc1cccc(-n2c(O)c(C=NCCN3CCNCC3)c(=O)[nH]c2=S)c1 | 5% | 17% | 4% | 6% | -5% | i | 3% | -3% | -8 |
| CCOC(=O)c1c(C)n(C(C)C)c2ccc(OC(=O)c3ccc(N4C(=O)CCC4=O)cc3)cc12 | 19% | 10% | -11% | 17% | -16% | i | -2% | i | -14 |
| COc1ccc(-n2c(Cc3cccc([N+](=O)[O-])c3)nc3ccccc3c2=O)cc1 | 4% | 15% | 5% | 8% | -14% | i | 1% | ? | 0 |
| COc1c(/C=C2/C(=O)NC(=O)N(C)C2=O)c(CCN(C)C(=O)c2ccccc2)cc2c1OCO2 | -8% | -11% | -3% | -4% | 10% | i | 0% | -36%[inhibitor] | -13 |
| CC(=O)C1(c2ccccc2)CCN(C(=O)C2CCC(=O)N(CCc3cccc(F)c3)C2)CC1 (centres undefined) | 3% | 22% | 1% | -2% | 7% | i | 2% | -28% | 6 |
| O=C(NCc1cccnc1)C(Cl)(Cl)Cl | 28% | . | 9% | -1% | 14% | i | 11% | i | 7 |
| CC(C)NCC(O)c1ccc(C2CCCC2)cc1 (centres undefined) | ? | . | -11% | -2% | -5% | i | -2% | -7% | -14 |
| CCCCN(Cc1ccccc1)C1CCN(CCc2ccccc2)CC1 | 10µM* | 8% | 3% | 1% | -13% | i | -1% | i | ? |
| Cc1ccc(S(=O)(=O)NP(=O)(Oc2ccccc2)Oc2ccccc2)cc1 | 0% | 13% | 11% | 2% | -7% | i | 0% | -8%[57.5 µM] | 5 |
| O=C(Nc1ccccc1)NC1CC2CCC(C1)N2 (centres undefined) | -2% | 20% | -9% | -9% | 1% | i | -4% | i | -26 |
| O=C(c1ccc2c(c1)ncn2-c1ccc(F)cc1F)N1CCC2(CC1)OCCO2 | 4% | 0% | 17% | 15% | 6% | i | 1% | i | 7 |
| O=C1CSC2(CN3CCC2CC3)N1 (centres undefined) | 4% | -1% | 16% | -4% | 10% | i | 0% | i | -16 |
| O=C(CN1CCCCC1)Nc1ccc(Br)cc1C(=O)c1ccccc1Cl | 10µM* | -3% | 22% | -5% | 10% | i | 4% | -3%[57.5 µM] | -25 |
| CCOP(=O)(Cc1ccc(C#N)o1)OCC | 5% | -7% | 1% | 2% | -14% | i | -1% | -5% | -18 |
| COc1cccc(-n2c(/C=C/c3cccc(C)c3)nc3ccccc3c2=O)c1 | 10% | -2% | 1% | . | 16% | . | . | -24% | . |
| O=C(Nc1ccc(Cl)c(C(F)(F)F)c1)c1ccc2c(c1)CCN2S(=O)(=O)c1ccccc1 | 5µM* | 18% | 1% | . | 0% | . | . | -27% | . |
| CC(N)Cc1c[nH]c2c1ccc1ccccc12 (centres undefined) | ? | 8% | -1% | 0% | 5% | i | -2% | -41%[inhibitor] | -16 |
| C=CCn1c(O)c(C(CC)=NCCC2=CCCCC2)c(=O)[nH]c1=O | 25% | 7% | -3% | ? | 18µM* | . | . | i | 15 |
| O=C(CN1CCCCC1)NCC(=O)Nc1ccc(Br)cc1C(=O)c1ccccc1 | ? | 6% | 3% | 3% | -9% | i | -3% | i | 1 |
| CC(C)(C)n1cc(C(=O)c2ccccc2)cc1-c1ccccc1 | ? | -34% | 9% | 0% | -6% | i | 4% | -39%[inhibitor] | -9 |
| CC1(C)N=C(c2ccccc2)[C@@H]2C(c3ccc([N+](=O)[O-])cc3)N21 (some centres undefined) | 0% | . | -2% | 0% | 2% | i | 4% | i | 10 |
| COC(=O)C1=C(c2cc3ccccc3o2)C[C@@H]2CC[C@H]1N2C(=O)NCc1ccccc1 | ? | 31% | 5% | -2% | ? | i | 0% | i | -50* |
| O=C(c1ccc(N2CC3CC(C2)c2cccc(=O)n2C3)c([N+](=O)[O-])c1)N1CCCCC1 (centres undefined) | -14% | . | 1% | -3% | 0% | i | 0% | i | 0 |
| COc1ccc(S(=O)(=O)N2CC3CC(C2)c2cccc(=O)n2C3)cc1 (centres undefined) | 28% | 15% | 6% | -1% | 10% | i | 0% | i | -2 |
| CCn1c(O)c(/C=N/NC(=O)c2ccccc2)c(=O)[nH]c1=S | 5% | -13% | -9% | 0% | 16% | i | 1% | i | -2 |
| Cc1ccc(OC(F)F)c(N2C(=O)C3C4CCC(O4)C3C2=O)c1 (centres undefined) | 0% | -15% | -1% | -3% | 10% | i | 2% | i | 4 |
| CCC1(CC(C)C)C(=O)NC(=S)NC1=O | 19% | . | -16% | 5% | -15% | i | -1% | -8% | -11 |
| COc1ccc(C(O)P(=O)(OC(C)C)OC(C)C)cc1 (centres undefined) | 8% | -4% | -2% | 7% | 11% | i | 1% | i | -1 |
| CCOC(=O)C(NC(=O)CC)(Nc1ccc(C(O)(C(=O)OCC)C(F)(F)F)cc1C)C(F)(F)F (centres undefined) | 3% | 36% | -1% | -10% | 5% | i | 6% | i | 4 |
| Fc1ccc(CNCCc2ccccc2F)cc1 | -8% | -21% | -17% | -5% | -20% | i | -3% | i | ? |
| CCN1CCN(C(=O)Cc2coc3ccc4ccccc4c23)CC1 | ? | 8% | 4% | 1% | -15% | i | -7% | ? | 55 |
| COc1ccc(NS(=O)(=O)c2cc(N=Nc3c(O)[nH]c(=O)[nH]c3=O)ccc2OC)cc1Br | 46%[activator] | -10% | -5% | 1% | -13% | i | 2% | -23% | -15 |
| c1cc2c(cc1N1CCOCC1)CNCc1cnnn1-2 | 33%[activator] | 2% | -4% | 7% | 11% | i | -5% | -16% | 0 |
| N#CC(C#N)=Cc1ccc(O)c(O)c1 | 23% | -22% | -17% | 15%&-2% | 22% | i | -2%&-5%&-4% | -41%[inhibitor] | 32 |
| CC(=O)c1c(O)n(C2CCCCCC2)c(=O)[nH]c1=O | 0% | 24% | -92%[inhibitor] | 4% | -32%[inhibitor] | i | -77%[inhibitor] | -23%[57.5 µM] | 1 |
| Cc1ccc2n1Cc1cnnn1-c1ccccc1-2 | -19% | -2% | -15% | -4% | 10µM* | i | 1% | -23% | 0 |
| COC(=O)C1=C(c2ccc(C(C)=O)cc2)C[C@@H]2CC[C@H]1N2C(=O)N1CCC(C)CC1 | 5% | 12% | -6% | 14% | -6% | i | -4% | i | -13 |
| CCN1CCN(c2cc(N3CCCC3)c(F)cc2[N+](=O)[O-])CC1 | ? | 9% | -9% | 2% | -22% | i | -2% | -24% | -69* |
| CC(C(=O)c1ccc2ccccc2c1)N1CCCCC1 (centres undefined) | -5% | 15% | -4% | 4% | -6% | i | -6% | -19% | -19 |
| CCOC(=O)C1CCN(/C=C2/C(=O)NC(=S)N(c3cccc(OC)c3)C2=O)CC1 | 8% | 0% | -4% | -9% | -5% | i | 1% | i | -3 |
| COC(=O)C1=C(c2ccc(S(C)(=O)=O)cc2)C[C@@H]2CC[C@H]1N2C(=O)NCc1ccccc1 | -7% | -3% | -7% | 1% | 5% | i | -5% | -5% | ? |
| COc1ccccc1S(=O)(=O)N(C)C[C@@H]1Oc2cc(C#CCC(C)C)ccc2S(=O)(=O)N([C@H](C)CO)C[C@@H]1C | ? | ? | 8% | 7% | 10% | i | 10% | -33%[inhibitor] | 0 |
| COC(=O)C1=C(c2cccc(C#N)c2)C[C@@H]2CC[C@H]1N2C(=O)NC1Cc2ccccc2C1 | -16% | 17% | -6% | 2% | -20% | i | -3% | 12% | -12 |
| Cc1cccc(-n2c(/C=C\c3cccc(Br)c3)nc3ccccc3c2=O)c1 | 28% | -4% | -13% | . | 11% | . | . | -14% | . |
